Vc quorum ag – induces V. cholerae light production without autoinducers. activation, % at 18.7 µM. 350,000 compounds, 0.16% hits. V. cholerae BH1578 lux reporter, luminescence, 6 h; in the data active means activation mostly above about 9.7%, no sharp cut-off; further: not every result past the cut was called active; inactives centre near 0; reference of the scale not given here
PrPC surface inh – cell surface PrPC inhibition, primary TR-FRET screen; TR-FRET read-out; inhibition, % at 13.8 µM; AID 720596; 370,000 compounds, 0.43% hits; in the data active means inhibition above about 24%; further: 0% = median of the test wells and 100% = reference compound wells
3CLpro inhibitor – SARS-CoV 3CLpro protease inhibition | P0C6X7 | recombinant SARS-CoV 3CLpro, quenched FRET peptide cleavage | inhibition, % at 6 µM | 290,000 compounds, 0.14% hits | AID 1706; in the data active means inhibition above about 12%
TcdB inh – blocks C. difficile toxin B glycohydrolase activity; 350,000 compounds, 0.24% hits; inhibition, % at 9.99 µM; P18177; TcdB glycohydrolase enzymatic assay, plate reader; in the data active means inhibition above about 10%
PfHsp40 yeast – compounds rescuing yeast from Plasmodium falciparum HSP40 toxicity | S. cerevisiae expressing PfHsp40, growth rescue, ATP luminescence | growth rescue, % at 12.5 µM | 340,000 compounds, 0.68% hits; in the data active means growth rescue above about 28%, passing the limit was not always enough;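 further: yeast W303a lacking pdr1 and pdr3 grown in galactose medium; growth measured after three days at 30 °C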
SSB-PriA inh – K. pneumoniae PriA-SSBct interaction inhibition; AlphaScreen SSBct-PriA binding, biotinylated peptide; 430,000 compounds, 0.6% hits; inhibition, % at 33 µM; in the data active means inhibition mostly above about 37%, no sharp cut-off; inactive means mostly below about 20%;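 further: plate controls were negative control peptide for no effect and reference peptide for full effect; strong numbers were not always called active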
BoNT-A LC inh2 – blocks Botulinum neurotoxin A light chain protease; inhibition, % at 10 µM; AID 588499; 360,000 compounds, 0.17% hits; multiplex microsphere protease substrate cleavage, flow cytometry; further: plate controls were buffer without enzyme for full effect and enzyme alone for no effect
Anthrax LF prot – blocks Bacillus anthracis lethal factor protease | multiplex microsphere protease cleavage assay, LF | inhibition, % at 10 µM | 360,000 compounds, 0.12% hits | AID 588501; further: plate controls were buffer without enzyme for full effect and enzyme alone for no effect
Target sequence (P15917 whole entry, looked up): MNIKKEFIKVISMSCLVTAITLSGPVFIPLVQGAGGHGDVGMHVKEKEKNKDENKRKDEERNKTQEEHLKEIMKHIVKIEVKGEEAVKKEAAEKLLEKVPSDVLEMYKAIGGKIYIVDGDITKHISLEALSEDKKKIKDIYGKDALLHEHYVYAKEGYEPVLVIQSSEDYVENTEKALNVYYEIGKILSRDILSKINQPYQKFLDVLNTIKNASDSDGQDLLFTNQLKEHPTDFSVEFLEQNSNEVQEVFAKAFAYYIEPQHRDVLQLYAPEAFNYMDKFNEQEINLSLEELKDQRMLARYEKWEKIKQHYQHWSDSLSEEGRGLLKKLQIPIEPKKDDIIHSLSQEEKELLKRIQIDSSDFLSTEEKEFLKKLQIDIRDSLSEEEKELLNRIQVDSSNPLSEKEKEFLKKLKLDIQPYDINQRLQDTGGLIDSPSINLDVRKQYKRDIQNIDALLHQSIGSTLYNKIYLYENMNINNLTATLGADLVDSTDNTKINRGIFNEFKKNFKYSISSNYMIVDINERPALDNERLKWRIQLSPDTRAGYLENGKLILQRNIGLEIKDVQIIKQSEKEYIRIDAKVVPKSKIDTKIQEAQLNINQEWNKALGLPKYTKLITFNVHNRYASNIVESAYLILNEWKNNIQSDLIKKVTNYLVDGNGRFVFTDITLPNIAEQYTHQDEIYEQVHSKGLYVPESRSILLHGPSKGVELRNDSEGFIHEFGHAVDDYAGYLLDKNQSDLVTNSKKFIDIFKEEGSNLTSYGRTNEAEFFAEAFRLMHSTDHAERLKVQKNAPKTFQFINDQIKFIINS
Yp Topo-I inh – inhibitors of Yersinia pestis topoisomerase I. activity, % at 10 µM. 360,000 compounds, 0.064% hits. Y. pestis Topo-I cleavage product accumulation, plate reader; in the data active means activity above about 50%, passing the limit was not always enough; further: inactives centre near 2
Active calls of the source: *; i = inactive; x = no result given; & = joins results of further samples. Unless noted, no stated cut-off is given here; in the data, active means inhibition above about 30%; inconclusive means no clear call, values can overlap the other calls; inactive means below that.

item	mol	Vc quorum ag	PrPC surface inh	3CLpro inhibitor	TcdB inh	PfHsp40 yeast
1	O=C(Nc1cccc(-c2nnc(-c3ccccc3)o2)c1)c1ccco1	-0.2	-3	x	x	-1.6
2	CCn1cc(CCCC(=O)NCc2cccnc2)c2ccccc21	0.6	-4	1	-0.3	-0.4
3	COc1cccc(-c2cn(-c3cccc(C(F)(F)F)c3)c(=S)[nH]2)c1	2.3	12	5	0.3	1.8
4	O=C(O)c1ccc(NC(=O)c2cccc(S(=O)(=O)Nc3ccc(C(=O)O)cc3)c2)cc1	-0.8	-8	-5	1.5	-1.8
5	CCCN1CCC(=O)N([C@H](CN=[N+]=[N-])CC(C)C)CC1	0.0	0	3	0.9	0.4
6	O=C(CCC1CCCC1)N1CCN(C(=O)c2ccco2)CC1	i	0	10	x	-0.2
7	COc1ccc(Nc2oc(-c3ccco3)nc2S(=O)(=O)c2ccc(F)cc2)cc1	-0.3	6	2	2.5	1.2
8	CCCS(=O)(=O)NC(=O)C1(C)CCN(C(=O)c2sccc2C)C1 (stereo not drawn)	-0.4	-2	x	0.5	x
9	Cc1cc(C)c(C#N)c(SCC(=O)Nc2cccc(S(=O)(=O)N3CCCC3)c2)n1	i	1	x	2.1	1.8
10	O=C(Nc1ccc(Br)cc1)c1cccc(N2C(=O)C3C4C=CC(C4)C3C2=O)c1 (stereo not drawn)	i	13	3	0.8	2.1
11	NC(=O)c1ccc(SCC(=O)OCC(=O)NC2CCCCCCC2)c([N+](=O)[O-])c1	-2.0	-23	x	1.2	-0.7
12	C[C@H](CO)N1C[C@H](C)[C@H](CN(C)S(=O)(=O)c2cccs2)Oc2ncc(-c3cc4ccccc4o3)cc2C1=O	-0.5	-21	x	1.2&-1.1	x

item	SSB-PriA inh	BoNT-A LC inh2	Anthrax LF prot	Yp Topo-I inh
1	-2	-0.5	1	0
2	-5	-3.2	-3	3
3	4	0.0	-5	1
4	-1	3.0	7	7
5	4	0.6	4	13
6	-11	1.1	0	-6
7	18	-0.3	0	9
8	x	0.1	-8	4
9	-3	0.4	-1	-10
10	-13	-2.1	-5	0
11	8	-0.8	7	-6
12	x	-0.1	-7	-1

More results.
item	mol	Vc quorum ag	PrPC surface inh	3CLpro inhibitor	TcdB inh	PfHsp40 yeast
13	O=C(CSc1nnc2ccccn12)Nc1ccc(N2CCOCC2)cc1	i	-9	x	1.6	-0.4
14	Cc1c(OCC(=O)N[C@H](C(=O)O)c2ccccc2)ccc2c3c(c(=O)oc12)CCCC3	-0.4	-5	3	0.1	0.1
15	COc1cc2[nH]c(=S)n(Cc3ccc(C)cc3)c(=O)c2cc1OC	i	7	2	0.6	1.8
16	CC(C)CN(C(=O)C(c1ccccc1)c1ccccc1)c1c(N)n(CC(C)C)c(=O)[nH]c1=O	-0.2	-3	0	1.2	-1.2
17	COc1ccc(F)cc1CN1CCN(CC(=O)Nc2ccccc2C(=O)NC2CC2)CC1	-0.4	-11	x	1.7	-1.6
18	O=C1c2cc(Br)ccc2N(Cc2ccc(Br)cc2)S(=O)(=O)C1c1cc(Cl)c(Cl)cc1[N+](=O)[O-] (stereo not drawn)	-0.4	x	x	-1.0	143*
19	O=C1c2ccccc2C(=O)N1CCCCCCc1ccccc1	1.2	-3	x	1.1	-1.1
20	CSC(=NC#N)N1CCN(c2cccc(Cl)c2)CC1	-0.3	-4	5	x	-0.6
21	Cc1nn(-c2nc3ccccc3s2)c(N)c1-c1ccc(Cl)cc1	-0.7	-1	-2	x	-1.9
22	CCCc1ccc2oc(C(=O)NCCc3nc(C(=O)OCC)cs3)c(C)c2c1	-1.1	-1	4	-1.7	40*
23	COc1cc(S(=O)(=O)NCc2ccccc2)ccc1F	-0.3	8	4	x	-1.9
24	CCOC(=O)C(NC(C)=O)C(OC(C)=O)c1cccc(N(CCO)CCO)c1 (stereo not drawn)	i	-2	1	x	1.4

item	SSB-PriA inh	BoNT-A LC inh2	Anthrax LF prot	Yp Topo-I inh
13	-2	1.9	0	4
14	-10	-0.1	-5	7
15	-9	0.0	5	1
16	-10	-1.2	4	-11
17	-13	0.7	5	-4
18	28	-0.7	0	-3
19	-29	-0.3	-5	45
20	6	0.0	-4	16
21	5	-1.2	0	2
22	-10	3.1	-2	9
23	-10	-0.6	-1	-1
24	-14	0.4	-1	4

Next section:
item	mol	Vc quorum ag	PrPC surface inh	3CLpro inhibitor	TcdB inh	PfHsp40 yeast
25	CCOc1cc(O)c(-c2[nH]ncc2-c2nc(C)cs2)cc1CC	-0.1	7	5	7.0	0.9
26	COc1ccc(NS(=O)(=O)c2cc(NC(=O)c3nn(C)c(=O)c4ccccc34)ccc2OC)cc1	-0.3	-5	0	0.6	-0.2
27	COc1cc(/C=C2\CCCc3c2nc2ccccc2c3C(=O)O)cc(OC)c1O	0.0	0	2	-8.7	0.6
28	C=CCn1c(SCC(=O)NCC(c2ccccc2)N(C)C)nc2sc3c(c2c1=O)CCC3 (stereo not drawn)	i	0	x	0.0	1.2
29	COc1ccccc1NC(=S)NCCSc1ccc(Cl)cc1	i	-3	-1	x	-0.6

item	SSB-PriA inh	BoNT-A LC inh2	Anthrax LF prot	Yp Topo-I inh
25	13	-0.2	-10	2
26	-14	0.2	-4	-2
27	-6	-1.4	3	4
28	4	0.4	-2	14
29	-3	0.3	-2	-1

Among those listed so far, 8 contain an aryl methoxy group.
item	mol	Vc quorum ag	PrPC surface inh	3CLpro inhibitor	TcdB inh	PfHsp40 yeast
3	COc1cccc(-c2cn(-c3cccc(C(F)(F)F)c3)c(=S)[nH]2)c1	2.3	12	5	0.3	1.8
7	COc1ccc(Nc2oc(-c3ccco3)nc2S(=O)(=O)c2ccc(F)cc2)cc1	-0.3	6	2	2.5	1.2
15	COc1cc2[nH]c(=S)n(Cc3ccc(C)cc3)c(=O)c2cc1OC	i	7	2	0.6	1.8
17	COc1ccc(F)cc1CN1CCN(CC(=O)Nc2ccccc2C(=O)NC2CC2)CC1	-0.4	-11	x	1.7	-1.6
23	COc1cc(S(=O)(=O)NCc2ccccc2)ccc1F	-0.3	8	4	x	-1.9
26	COc1ccc(NS(=O)(=O)c2cc(NC(=O)c3nn(C)c(=O)c4ccccc34)ccc2OC)cc1	-0.3	-5	0	0.6	-0.2
27	COc1cc(/C=C2\CCCc3c2nc2ccccc2c3C(=O)O)cc(OC)c1O	0.0	0	2	-8.7	0.6
29	COc1ccccc1NC(=S)NCCSc1ccc(Cl)cc1	i	-3	-1	x	-0.6

item	SSB-PriA inh	BoNT-A LC inh2	Anthrax LF prot	Yp Topo-I inh
3	4	0.0	-5	1
7	18	-0.3	0	9
15	-9	0.0	5	1
17	-13	0.7	5	-4
23	-10	-0.6	-1	-1
26	-14	0.2	-4	-2
27	-6	-1.4	3	4
29	-3	0.3	-2	-1

An excerpt, so the mix of outcomes need not match the whole.
